TCR CD3 inh: inhibitors of human TCR-CD3 interaction, primary screen, biochemical, fluorescence, TAMRA-labeled TCR probe; AID 651800, 2012; 360,000 compounds, 0.37% hits; inhibition, % at 9.4 µM; in the data active means inhibition above about 19%;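 further: recombinant mutant TCR 2C K166C tagged with TAMRA read by polarization; 0% = receptor in buffer alone and 100% = receptor with positive control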
TDP2 inh: human TDP2 enzyme inhibitors, primary screen, biochemical, epi absorbance, recombinant enzyme; 370,000 compounds, 0.34% hits; inhibition, % at 12.8 µM; T5PNP hydrolysis, p-nitrophenol absorbance 415 nm; Tyrosyl-DNA phosphodiesterase 2 (Homo sapiens), O95551; AID 720702, 2013;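 active means inhibition above the mean of all tested compounds plus 3 SD, set per campaign, cut at about 25% in these data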;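 further: 0% = DMSO with enzyme and 100% = buffer with substrate but no TDP2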
Target sequence (O95551 whole entry, looked up): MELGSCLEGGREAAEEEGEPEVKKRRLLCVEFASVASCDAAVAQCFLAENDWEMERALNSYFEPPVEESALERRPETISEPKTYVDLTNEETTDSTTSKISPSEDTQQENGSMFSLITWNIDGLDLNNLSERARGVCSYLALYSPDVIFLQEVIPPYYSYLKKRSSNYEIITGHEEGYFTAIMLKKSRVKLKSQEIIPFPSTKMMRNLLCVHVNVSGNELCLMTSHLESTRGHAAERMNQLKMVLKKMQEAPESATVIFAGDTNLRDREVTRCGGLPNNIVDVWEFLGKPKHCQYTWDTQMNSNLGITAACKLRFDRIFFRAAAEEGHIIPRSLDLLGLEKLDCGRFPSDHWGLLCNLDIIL
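Assay system: recombinant human TDP2 / Reagent: T5PNP substrate at 5 mM, a TopII-DNA adduct mimic / Measured by: epi absorbance from released p-nitrophenol / Evaluation: % inhibition relative to enzyme-containing and enzyme-free wells / Control set: enzyme-free and DMSO wells / Replicates: each compound tested once, singlicate / Schedule: enzyme reaction with compound for 2 h at 37 °C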
mABHD4 FP: ABHD4 inhibitors, primary screen, biochemical, fluorescence polarization, mouse; (Lyso)-N-acylphosphatidylethanolamine lipase (Mus musculus), Q8VD66; purified mABHD4, FP-Rh probe fluorescence polarization; inhibition, % at 8.92 µM; 370,000 compounds, 0.54% hits; AID 720543, 2013;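 active means inhibition exceeding the mean over every tested compound plus 3 SD, cut at about 30% in these data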;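 further: 0% = plate median of compound wells and 100% = S159A mutant with DMSO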
Target sequence (Q8VD66 whole entry, looked up): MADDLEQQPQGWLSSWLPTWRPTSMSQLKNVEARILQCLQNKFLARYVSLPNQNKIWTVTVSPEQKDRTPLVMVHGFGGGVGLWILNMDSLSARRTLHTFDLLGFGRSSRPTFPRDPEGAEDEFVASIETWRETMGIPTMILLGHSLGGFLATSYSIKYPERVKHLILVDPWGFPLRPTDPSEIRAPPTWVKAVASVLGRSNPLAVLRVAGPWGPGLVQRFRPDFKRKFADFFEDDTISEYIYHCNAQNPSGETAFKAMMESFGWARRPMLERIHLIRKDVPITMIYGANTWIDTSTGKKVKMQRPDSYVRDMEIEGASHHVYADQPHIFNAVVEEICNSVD
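Assay system: mouse ABHD4 enzyme, wild type / Also added: fluorescent activity-based probe FP-Rh / Doses: single nominal dose of 8.92 µM, 0.89% DMSO final / Timing: 45 min compound pre-incubation plus 60 min probe step, 25 °C / Signal: FP readout, ex 525 nm / em 598 nm / Control set: S159A mutant/DMSO as 100%, compound-well median as 0%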
HTRA1 inh: HTRA1 serine protease inhibitors, primary screen, biochemical, fluorescence polarization, HTS; recombinant HTRA1, FP-rhodamine activity-based probe; Q92743; 340,000 compounds, 0.5% hits; inhibition, % at 5.96 µM; in the data active means inhibition above about 36%;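 further: 0% = enzyme with DMSO and 100% = wells lacking enzyme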
SIAE primary: human SIAE inhibitors, primary screen, biochemical, fluorescence polarization, FP-Rh probe, 1536-well HTS | Sialate O-acetylesterase (Homo sapiens), Q9HAT2 | SIAE FP-Rh probe binding | inhibition, % at 9.66 µM | 370,000 compounds, 0.69% hits | AID 1053197, 2014;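 active means inhibition above a cutoff: mean of compounds within the control limits plus 3 SD of those, cut at about 17% in these data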;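 further: 0% = plate median of compound wells and 100% = probe without SIAE protein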
MBD2 DNA inh: inhibitors of MBD2 binding to methylated DNA, primary screen, biochemical, TR-FRET, DNA-binding domain, human; Methyl-CpG-binding domain protein 2 (Homo sapiens), Q9UBB5; MBD2 binding to methylated oligonucleotide; inhibition, % at 4.4 µM; 370,000 compounds, 0.31% hits; in the data active means inhibition above about 13%
Target sequence (Q9UBB5 whole entry, looked up, the tested form may be a part): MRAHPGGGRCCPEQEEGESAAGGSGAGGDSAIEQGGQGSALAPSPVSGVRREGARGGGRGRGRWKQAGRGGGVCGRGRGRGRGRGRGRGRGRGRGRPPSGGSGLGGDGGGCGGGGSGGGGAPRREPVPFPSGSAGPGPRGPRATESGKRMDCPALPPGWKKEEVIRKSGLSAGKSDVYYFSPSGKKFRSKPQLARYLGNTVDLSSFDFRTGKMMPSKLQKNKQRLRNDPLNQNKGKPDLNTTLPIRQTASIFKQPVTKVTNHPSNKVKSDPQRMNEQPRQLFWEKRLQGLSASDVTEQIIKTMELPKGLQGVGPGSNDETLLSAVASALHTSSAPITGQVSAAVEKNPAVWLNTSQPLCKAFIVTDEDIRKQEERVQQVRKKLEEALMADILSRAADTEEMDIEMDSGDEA
GC-B act: human GC-B receptor activators, primary screen, HEK293 GC-B cells, cGMP TR-FRET, EC30 CNP; Atrial natriuretic peptide receptor 2 (Homo sapiens), P20594; 0% at EC30 CNP, 100% saturating CNP; activation, % at 10 µM; 370,000 compounds, 0.11% hits; AID 1920062, 2024;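 active means activation at 10 µM reaching about 35% in either raw or pattern-adjusted values, limit read from the data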
rCAG RNA binder: binders of r(CAG) RNA repeats, primary screen, biochemical, fluorescence; r(CAG) RNA repeat, TO-PRO-1 dye displacement fluorescence; inhibition, % at 3 µM; 370,000 compounds, 1.3% hits; AID 651821, 2012;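 active means inhibition above the plate cutoff, the mean of all test compounds on that plate plus 3 SD, cut at about 35% in these data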;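 further: 0% = DMSO alone and 100% = 100 µM mitoxantrone as full dye displacement; higher means more dye released from RNA so lower well fluorescence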
LEDGF integ inh: blockers of LEDGF/p75-dependent integrase strand transfer – biochemical, TR-FRET, high throughput, primary screen; 370,000 compounds, 0.64% hits; inhibition, % at 3.7 µM; TR-FRET IN-LEDGF/p75 DNA integration, Eu/Cy5;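 active means inhibition above the screen-wide mean plus 3 SD, cut at about 13% in these data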;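 further: signal is the Cy5 over europium emission ratio at 671 and 618 nm; 0% = plate median of compound wells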
PRMT1 inh: PRMT1 methyltransferase inhibitors, primary screen, biochemical, fluorescence polarization; Protein arginine N-methyltransferase 1 (Homo sapiens), Q99873; recombinant PRMT1, activity-based probe fluorescence polarization; inhibition, % at 2.79 µM; 370,000 compounds, 1.3% hits; AID 652257, 2013;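 active means inhibition above about 21% made by adding two undisclosed values, limit read from the data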
The depositor's hits bear a star; . = no result given. These rows are one share of the data (hit frequency here may not be typical).

SMILES	TCR CD3 inh	TDP2 inh	mABHD4 FP	HTRA1 inh	SIAE primary	MBD2 DNA inh	GC-B act	rCAG RNA binder	LEDGF integ inh	PRMT1 inh
CCOC(=O)N1CCN(S(=O)(=O)c2ccc(C(=O)Nc3nc4ccccc4s3)cc2)CC1	-1	-5	3	2	0	0	-2	-1	-3	-2
COc1ccc(C(c2c(C)n(C)n(-c3ccccc3)c2=O)c2c(C)n(C)n(-c3ccccc3)c2=O)c(OC)c1OC	1	9	-1	0	-5	-2	3	6	-2	2
COc1ccc(C(=O)N2CCN(C(=O)C3CCCO3)CC2)cc1[N+](=O)[O-] (centres undefined)	2	-2	2	6	5	2	2	0	-4	1
COc1ccc(C(=O)C2CCCN(C(=O)/C=C/c3ccccn3)C2)c(C)c1 (centres undefined)	5	0	0	-2	2	-3	0	-7	-2	-5
COc1ccc(NS(=O)(=O)c2cccc(C(=O)NCC3(N4CCCCC4)CCCCC3)c2)cc1	7	1	1	-3	4	3	0	1	3	-3
O=C(NCCCN1CCCC1=O)c1ccccc1NS(=O)(=O)c1ccc(F)cc1	-8	-19	-10	5	-4	2	2	6	2	3
Cc1cc([N+](=O)[O-])cc2c1NCC1CC=CC21 (centres undefined)	-4	-8	6	-6	6	3	0	3	5	4
COc1ccc(CSc2nncn2C)cc1[N+](=O)[O-]	7	5	4	5	-1	-8	1	0	0	-2
Cc1cccn2c(=O)c(C=C(C#N)C#N)c(N3CCN(C)CC3)nc12	4	13	2	-4	6	1	-9	-7	2	8
Cn1nc(-c2ccccc2)cc1NC(=O)[C@@H]1O[C@H](CO)[C@H](O)[C@H](O)[C@H]1O	1	9	0	.	4	-3	-1	2	2	-1
COc1ccc(C2NC(=O)NC(C)=C2C(=O)OCC2CCCCC2)cc1OC (centres undefined)	-3	-24	-9	4	-3	-1	-1	-4	4	4
Cc1cnc(-c2nnc(N(C)C(=O)c3cccnc3)s2)cn1	4	-2	1	2	1	-6	3	-2	-4	-3
COc1ccc(C(CNC(=O)c2ccc(S(=O)(=O)Nc3ccccc3F)cc2)N(C)C)cc1 (centres undefined)	5	-12	4	1	-6	-5	-1	-1	-1	-2
Cc1ccc(C)c(NC(=O)C(Sc2cccc[n+]2[O-])c2ccccc2)c1 (centres undefined)	-4	-18	-7	-4	-12	7	2	1	-2	8
Cc1ccc(C(=O)Nc2cccnc2)cc1NC(=O)c1ccco1	-1	-2	5	2	6	-1	6	1	3	2
Cc1cccc([C@H]2[C@@H]3C=CC[C@@H](C)[C@@H]3C(=O)N2Cc2ccccc2)c1	-4	-8	-8	-15	0	6	1	3	-5	6
CN(C)CCn1c2c(c(SCC(=O)Nc3cccc4ccccc34)nc1=O)CCCC2	4	8	1	3	4	0	3	-2	-3	1
COc1ccc(NC(=O)C(c2cc3ccccc3o2)n2c(=O)c(-c3cc4ccccc4[nH]3)nc3ccccc32)cc1 (centres undefined)	1	8	-54	.	-29	-1	5	25	2	-4
Cc1ccc(NC(=O)CSCC(=O)Nc2ccccc2N2CCCC2)cc1	-2	8	7	1	5	0	4	-2	-4	3
CC(CCc1ccccc1)NC(=O)CSc1nnnn1C (centres undefined)	2	0	-13	4	-1	-3	1	-3	1	-2
CCCn1c2ccccc2c2nnc(SCC(=O)OC)nc21	-1	0	-8	4	-11	8	8	2	-3	6
CCOc1ccc(S(=O)(=O)NCCSc2ccccc2)cc1	4	-8	-6	-17	-1	-8	0	-1	0	-2
O=S(=O)(c1cc(F)ccc1F)N1CCN(C2CCCCC2)CC1	3	-5	0	-3	-1	1	-5	-5	2	-9
CCc1nc2ccc(C(=O)NCc3ccc4c(c3)OCO4)cn2c1N(C)C(=O)Cc1ccccc1	5	0	-8	.	-2	2	8	-1	-1	2
CN1C[C@@H](CO)O[C@@H](n2cnc3c(N4CCOCC4)ncnc32)C1	-4	2	2	.	-3	6	0	0	-5	5

Five records drawn at random from the list so far, as already listed:
SMILES	TCR CD3 inh	TDP2 inh	mABHD4 FP	HTRA1 inh	SIAE primary	MBD2 DNA inh	GC-B act	rCAG RNA binder	LEDGF integ inh	PRMT1 inh
Cc1ccc(NC(=O)CSCC(=O)Nc2ccccc2N2CCCC2)cc1	-2	8	7	1	5	0	4	-2	-4	3
Cc1ccc(C)c(NC(=O)C(Sc2cccc[n+]2[O-])c2ccccc2)c1 (centres undefined)	-4	-18	-7	-4	-12	7	2	1	-2	8
COc1ccc(NS(=O)(=O)c2cccc(C(=O)NCC3(N4CCCCC4)CCCCC3)c2)cc1	7	1	1	-3	4	3	0	1	3	-3
Cc1cc([N+](=O)[O-])cc2c1NCC1CC=CC21 (centres undefined)	-4	-8	6	-6	6	3	0	3	5	4
CCOc1ccc(S(=O)(=O)NCCSc2ccccc2)cc1	4	-8	-6	-17	-1	-8	0	-1	0	-2

Additional results follow.
SMILES	TCR CD3 inh	TDP2 inh	mABHD4 FP	HTRA1 inh	SIAE primary	MBD2 DNA inh	GC-B act	rCAG RNA binder	LEDGF integ inh	PRMT1 inh
O=S(=O)(NCCNS(=O)(=O)c1ccccc1)c1ccccc1	-4	-8	-12	5	-4	7	3	5	-7	4
CC1CN(Cc2cc(=O)[nH]c(C(C)C)n2)CC(C)O1 (centres undefined)	6	5	1	9	8	-4	5	-2	-2	1
CCc1ccc(CN(C)C(=O)c2ccc3c(c2)OCCO3)cc1	5	-3	1	4	2	-4	3	-8	-3	2
O=C(O)CCC(=O)N1CCC(C(=O)c2cccc(Cl)c2)CC1	1	-7	1	-1	0	3	5	-1	3	-4
CCOc1cc(N2CCOCC2)c(OCC)cc1NC(=O)c1ccc(S(=O)(=O)N2CC(C)OC(C)C2)cc1 (centres undefined)	1	-5	1	7	4	-2	3	2	-3	-3
CCc1nnc(NS(=O)(=O)c2ccc(NC(=O)OC)cc2)s1	7	3	4	4	2	-1	3	1	0	6
COc1ccc(CN(Cc2cc3cc(C)ccc3[nH]c2=O)C(=O)N(C)C)cc1	1	6	3	3	2	1	-3	-5	2	-1
COc1ccc(-n2nc3c(c2NC(=O)c2ccc4c(c2)OCO4)CS(=O)(=O)C3)cc1	4	-8	13	9	7	-3	-4	11	-1	0
C=CCn1cc(C(=O)c2cc(Br)ccc2O)cc(C#N)c1=O	0	-10	-5	-17	-4	-2	-3	10	-6	3
COc1cc(CN2CCCC(CO)(Cc3cccc(Cl)c3)C2)cc(OC)c1O (centres undefined)	2	12	-3	-2	11	4	-8	-1	1	0
COc1ccc(CNC(=O)CSc2nnc(NC(=O)c3ccccc3F)s2)cc1	-5	18	5	-1	-5	2	-4	-4	-5	6
Cc1ccc(C)c(OCc2nnc(NC(=O)c3ccco3)s2)c1	-2	2	-7	2	-5	3	1	4	-1	0
O=C(CSc1nnc2ccccn12)Nc1ccccc1Cl	-5	0	4	0	-2	0	0	3	-4	2
CC(C)(C)N1C(=O)c2ccccc2NC(=O)N1Cc1ccc(Br)cc1	8	-7	1	-1	-1	-5	-10	-5	2	-2
CCOc1ccc2c(c1)OC(c1ccccc1)(C(F)(F)F)NC2=O (centres undefined)	-3	12	2	-3	-1	2	-10	-4	2	0
COc1ccc(S(=O)(=O)NC(C)C(=O)N2CCCC2)cc1Cl (centres undefined)	6	16	-2	12	5	-1	0	-4	1	-3
O=C(Nc1ncccc1O)C1CCN(S(=O)(=O)c2ccc3ccccc3c2)CC1	11	6	0	-5	3	-3	-4	5	-1	0
Cc1ccc(CC(CC(=O)O)C(=O)NC2CCCCC2)cc1 (centres undefined)	8	-9	5	-1	0	2	3	1	0	-3
CCOC(=O)c1ccc(Oc2nc(SC)nc(N(C)C)n2)cc1	2	-4	-36	-11	-8	4	-1	-6	0	-4
COc1cc(Cl)cc(C(=O)O)c1OCC(=O)O	-3	3	0	2	1	6	2	0	-4	4
CCn1c(SCc2c(F)cccc2Cl)nnc1-c1ccco1	-5	-3	-1	0	-2	-5	-6	-5	2	1
C[C@H]1[C@@H](NC(=O)c2ccc(C(F)(F)F)cc2)CC[C@@]23CCCN2C(=O)CCC[C@@H]13	.	0	2	.	5	-3	0	.	0	-1
COc1ccc(CCNC(=O)c2cn(C)c3ccc(S(=O)(=O)N4CCOCC4)cc3c2=O)cc1OC	8	-1	-4	2	-3	2	-4	3	-2	1
O=C(C1CCCCC1)N1C[C@@H](n2cc(C3CC3)nn2)[C@H](O)C[C@@H]1c1ccc(Cl)cc1	-2	-5	-1	-1	2	-1	-18	-1	-3	-1
N#CC(=C1CCCC1)c1nc(-c2cc3ccccc3oc2=O)cs1	1	-1	1	-11	-4	1	-1	14	-2	-2

(listing goes on)
SMILES	TCR CD3 inh	TDP2 inh	mABHD4 FP	HTRA1 inh	SIAE primary	MBD2 DNA inh	GC-B act	rCAG RNA binder	LEDGF integ inh	PRMT1 inh
O=C(CSc1nn(-c2ccc(F)cc2)c(=S)s1)NC1CCS(=O)(=O)C1 (centres undefined)	0	12	0	-2	11	1	-3	5	-4	-1
CC1(C)C(=O)OC(C(=O)c2ccccc2)C2(CCCCC2)C1=O (centres undefined)	-1	2	-4	-4	0	3	2	0	0	1
O=C(c1ccc2c(c1)OCO2)N1CCN(c2ccccc2F)CC1	-3	4	1	9	2	-3	2	-6	-2	-1
Cc1csc(N2CCCC2=O)n1	-3	-12	-4	-1	-9	-1	5	-2	-7	2
Cc1cc(C)c(C)c(S(=O)(=O)Nc2ccc3cn[nH]c3c2)c1C	-1	6	-6	-15	-10	0	-5	4	5	1
CC(SCC(=O)NC(C)C1CC2CCC1C2)C(=O)O (centres undefined)	7	2	11	-2	0	-5	7	2	0	0
CC(=O)Nc1ccc(NS(=O)(=O)c2ccc(C)cc2)cc1[N+](=O)[O-]	3	-1	-6	.	-3	1	3	-1	-1	-4
Cc1c(C(=O)Nc2c(F)cc(F)cc2Br)sc2ncn(CC(=O)N3CCCC3)c(=O)c12	-3	3	-1	0	-3	-2	3	5	-1	-2
COc1ccc(C2=NO[C@@H]3C(=O)N(c4c(C)cccc4C)C(=O)[C@H]23)cc1OC	3	-20	-16	3	-3	8	3	2	-4	10
Cc1ccc2[nH]c(O)c(N=NC(=O)C3CC3c3ccccc3)c2c1Br (centres undefined)	5	5	6	-4	-2	5	-3	1	3	-1
Cc1ccccc1CN1CCN(C(C)C(=O)NNC(=O)c2ccc(F)cc2)CC1 (centres undefined)	-3	0	4	-1	4	4	-3	0	-6	3
CC(C)(C)CC(=O)Nc1ccc(-c2nnc3n2CCCCC3)cc1	9	13	0	0	-3	4	-2	-6	2	-4
